# Screening results from PubChem BioAssay.
# HePTP inhibitor = human HePTP phosphatase inhibition. 0.64% of 110,000 active. AID 521. recombinant HePTP phosphatase activity, OD absorbance. inhibition, % at 20 µM; in the data active = inhibition above about 50%;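 note: plate controls were vehicle for no effect and reference inhibitor for full effect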
# Target sequence (P35236 whole entry, looked up): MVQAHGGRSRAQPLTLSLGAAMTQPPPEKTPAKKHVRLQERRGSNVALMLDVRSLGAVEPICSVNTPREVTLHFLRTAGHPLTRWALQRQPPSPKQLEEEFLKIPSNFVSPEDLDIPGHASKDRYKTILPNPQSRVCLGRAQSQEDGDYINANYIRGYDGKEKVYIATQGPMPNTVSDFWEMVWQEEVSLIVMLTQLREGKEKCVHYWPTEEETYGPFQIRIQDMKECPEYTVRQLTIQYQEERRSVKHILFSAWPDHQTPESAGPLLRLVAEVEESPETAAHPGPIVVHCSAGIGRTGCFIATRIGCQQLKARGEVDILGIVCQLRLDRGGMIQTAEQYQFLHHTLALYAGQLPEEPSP
# BAP1 block = blocks human BAP1 ubiquitin-AMC hydrolysis; Q92560; recombinant BAP1, Ub-AMC hydrolysis fluorescence kinetic; active compounds read low; activity remaining (% of control), % at 20 µM; 0.48% of 72,000 active; AID 436;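 active = activity remaining at or below 50% of control, provided the compound also passes the data quality filters; inactive = the rest, including low values that fail the filters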;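 note: 100% = DMSO wells rate and 0% = substrate alone blank rate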
# Target sequence (Q92560 whole entry, looked up): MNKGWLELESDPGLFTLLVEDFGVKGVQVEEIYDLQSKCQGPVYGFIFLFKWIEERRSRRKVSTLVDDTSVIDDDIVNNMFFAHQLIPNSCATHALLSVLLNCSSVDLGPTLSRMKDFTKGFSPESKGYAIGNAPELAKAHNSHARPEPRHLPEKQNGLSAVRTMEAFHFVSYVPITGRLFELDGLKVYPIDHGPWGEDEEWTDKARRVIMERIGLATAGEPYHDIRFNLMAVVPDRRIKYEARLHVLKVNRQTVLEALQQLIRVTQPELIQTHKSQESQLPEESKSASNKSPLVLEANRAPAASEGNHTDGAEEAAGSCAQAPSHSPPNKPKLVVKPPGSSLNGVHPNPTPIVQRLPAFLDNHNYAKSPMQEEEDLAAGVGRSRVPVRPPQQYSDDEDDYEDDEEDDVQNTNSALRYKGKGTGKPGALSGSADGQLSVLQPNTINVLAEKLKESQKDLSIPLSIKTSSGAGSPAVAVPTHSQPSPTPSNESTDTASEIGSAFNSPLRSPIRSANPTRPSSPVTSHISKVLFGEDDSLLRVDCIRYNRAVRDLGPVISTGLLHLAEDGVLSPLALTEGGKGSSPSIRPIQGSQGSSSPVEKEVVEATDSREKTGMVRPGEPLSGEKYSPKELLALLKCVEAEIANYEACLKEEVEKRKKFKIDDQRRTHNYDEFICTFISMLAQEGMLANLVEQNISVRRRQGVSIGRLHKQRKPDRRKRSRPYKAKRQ
# Starred values were filed as active, the others as inactive; . = no result given; & = joins results of further samples; ! = not confirmed by another sample.
No.	compound	HePTP inhibitor	BAP1 block
1	Cc1ccc2c(c1)NC(=O)C(CC(=O)NCCCN1CCN(c3cc(C)ccc3C)CC1)O2 (stereo not drawn)	6	92
2	CC1CCN(C(=O)CSc2nnc(CNC(=O)COc3ccc(Cl)cc3)o2)CC1	-3	108
3	OCCCc1nc2n(n1)C(c1ccccc1Cl)C=C(c1cccs1)N2 (stereo not drawn)	8	82
4	CCN1CCN(Cc2nc3c(c(=O)n(C)c(=O)n3C)n2Cc2ccccc2Cl)CC1	9	106
5	CCOC(=O)c1cc2nc(Nc3ccc(OC)cc3)sc2s1	1	.
6	Cc1ccc2nc(-c3cccc([N+](=O)[O-])c3)cc(C(=O)OCC(=O)c3ccccc3)c2c1	.	54
7	Cc1ccn2c(-c3csc(NCc4ccco4)n3)c(C)nc2c1	6	92
8	O=C(Nc1c[nH]c(=O)[nH]c1=O)c1cccc([N+](=O)[O-])c1	-1	.
9	O=C(Nc1ccc(Cl)c(Cl)c1)C1CC(=O)N(c2cccc([N+](=O)[O-])c2)C1 (stereo not drawn)	-11	.
10	N#Cc1c(N)nc2c(c1-c1ccc(Br)s1)CCCCCC2	5	.
11	CSc1nc(C)cc(OCC(=O)N2CCOCC2)n1	3	106
12	CC1CCN(c2nnc(N3CCC(C)CC3)c3ccccc23)CC1	8	105
13	O=C(CCN1CCCCCC1)Nc1ccc(F)c(F)c1	10	97
14	CCOC(=O)N1CCC(NC(=O)COc2cc(=O)n(C)c3ccccc23)CC1	4	102
15	COc1ccc(CCNC(=O)C(=O)Nc2ccc3c(c2)OCCO3)cc1OC	-5	.
16	CSc1nc(-c2ccco2)nn1C(=O)c1ccco1	4	101
17	Cc1cc(NCCCN2CCOCC2)n2ncc(-c3ccc(Cl)cc3)c2n1	7	161
18	CC(=O)c1c(C)nn2c3ccccc3n(C)c12	-8	.
19	COC(=O)CNC(=O)c1cn(CC(C)C)c(=O)c2cc(OC)c(OC)cc12	3	.
20	COc1cc(/C=C2/SC(=S)NC2=O)ccc1OCCOCCOc1ccc(C)cc1	1	.
21	Cc1c(OCc2ccc(C(=O)O)cc2)ccc2c3c(c(=O)oc12)CCC3	6	.
22	Cc1c(C(=O)NCCCN2CCCC2=O)oc2ccccc12	5	74
23	O=C(Nc1cccc(F)c1)c1cccc(Cl)c1	.	182
24	CCOC(=O)C1CCN(C(=O)CCNC(=O)Cn2ccc3ccccc3c2=O)CC1	-5	.
25	Cc1ccnc(SCCn2c(N3CCCCC3)nc3c2c(=O)[nH]c(=O)n3C)n1	3	108
26	COc1ccc(-c2nc(CSCC(=O)N3CCN(C(=O)c4ccco4)CC3)c(C)o2)cc1OC	0	86
27	O=C(c1cc2nc(-c3ccccc3)cc(-c3ccccc3)n2n1)N1CCCCCC1	.	50
28	Cn1c(O)c(N=NC(=S)NC2CCS(=O)(=O)C2)c2ccccc21 (stereo not drawn)	-7	.
29	CCCCOCCCNC(=O)c1ccc(NC(C)=O)cc1	-4	96
30	COc1ccc(CSc2nncn2N)cc1Br	8	98
31	CCc1nnc(NC(=O)CCC(=O)N2CCN(Cc3cc(F)ccc3OC)CC2)s1	1	99
32	COc1ccc(-c2csc(NC(=O)c3ccc(S(=O)(=O)N4CCCC4)cc3)n2)cc1C	-3	.
33	O=C1C2C(C(=O)N1/N=C/c1ccc([N+](=O)[O-])cc1)C1C=CC2C12CC2 (stereo not drawn)	10	.
34	CCC(CO)NC1=C(Cl)C(=O)c2ccccc2C1=O (stereo not drawn)	5	.
35	O=C1/C(=C/c2ccc(-c3ccc([N+](=O)[O-])cc3)o2)SC(=S)N1Cc1ccco1	64*	.
36	C=CCN1C(=O)C(Cc2ccc(OCC)cc2)SC1=Nc1ccc(C(=O)O)cc1 (stereo not drawn)	3	.
37	CC(C)c1ccc(C(=O)Nc2ccc(Cl)cn2)cc1	4	.
38	COc1ccccc1-c1c(NC(=O)c2ccco2)n(-c2ccccc2)nc(C)c1=O	9	112
39	CCC1=NN(C(=O)c2cccc(Br)c2)C(O)(c2ccc(C)cc2)C1 (stereo not drawn)	7	.
40	O=C(CSc1nnc(Cn2c(=O)sc3ccccc32)n1-c1ccccc1)Nc1nccs1	6	86
41	COc1ccc(CCNC(=O)C(=O)Nc2ccc(OC)c(Cl)c2)cc1	-11	.
42	Cc1ccccc1NC(=O)CCCC(=O)OCC(F)(F)C(F)F	-8	.
43	CC1CCCC(N2CCN(C(=O)c3ccc(F)cc3)CC2)C1 (stereo not drawn)	6	97
44	COc1ccccc1NC(=O)c1ccc(CN(c2ccccc2)S(C)(=O)=O)cc1	2	.
45	Cn1c(=O)c2nc(NCc3ccccc3)cnc2n(C)c1=O	-2	86
46	N#Cc1c(-c2ccc(O)cc2)c(C#N)c2nc3ccccc3n2c1N	-3	.
47	O=C(OCC(=O)N1CCOCC1)c1ccc2c(c1)OCCO2	0	109
48	COc1ccc(-c2nc3c(n2O)CCc2nonc2-3)cc1OC	7	.
49	CCOc1ccc(-n2c(SCC(=O)Nc3ccc(OC)cc3)nc3c(c2=O)SCC3)cc1	-11	69
50	O=C(Cn1ncc2c(=O)oc3ccccc3c21)NCCN1CCN(c2ccccc2F)CC1	-6	86

# (cont.)
No.	compound	HePTP inhibitor	BAP1 block
51	C=CCNC(=O)CN(c1ccc(F)c(Cl)c1)S(C)(=O)=O	11	67
52	C/C(=N\Nc1cc(-n2nc(C)cc2C)nc(C)n1)c1ccc(C)cc1	-12	.
53	COC(=O)C1C(=O)c2c([nH]c(C(=O)OC3CCCCCC3)c2C)CC1C (stereo not drawn)	9	85
54	CCOC(=O)CC(=O)c1cc(OC)c(OC)c(OC)c1	7	98
55	COc1ccc(NC(=O)c2cc(OC)c(OC)c(OC)c2)cc1OC	1	.
56	COCCn1nnnc1C(c1cc2ccc(OC)cc2[nH]c1=O)N1CCN(C2CCCCC2)CC1 (stereo not drawn)	0	.
57	COc1ccc([N+](=O)[O-])cc1NCc1ccco1	-19	.
58	CC(C)(C)Nc1cccccc1=NCc1ccccc1	.	79
59	Cc1ccc(N=CC2=C(O)CC(C)(C)CC2=O)nc1	9	.
60	COc1ccccc1N1CCN(C(c2cc3cc(C)ccc3[nH]c2=O)c2nnnn2C2CCCC2)CC1 (stereo not drawn)	-14	.
61	CCCCN(CC)CCCNC(=O)Cn1nc(Cc2ccncc2)c2ccccc2c1=O	-1	92
62	CCOC(=O)c1ccc(NC(=O)Cn2nnc(-c3ccc(C)cc3)n2)cc1	-5	74
63	CC(=O)NC(c1ccc2c(c1)OCO2)c1ccc2cccnc2c1O (stereo not drawn)	-2	.
64	Cc1oc(-c2ccc(Cl)cc2)nc1CN1CCCC(C(=O)NCCCN2CCOCC2)C1 (stereo not drawn)	5	119
65	Cc1nc(Nc2nc3ccccc3o2)nc2c1CCC2	8	103
66	CCCN1C(=O)c2ccc(C(=O)Nc3nccs3)cc2C1=O	12	82
67	COC(=O)c1ccccc1N=C(SC)N(C)C	17	153
68	O=C1/C(=C\c2ccc(-c3ccc(Cl)c(Cl)c3)o2)SC(=S)N1Cc1ccco1	16	.
69	COc1ccc(/C=C(/NC(=O)c2ccccc2)c2nc3ccc(C(F)(F)F)cc3[nH]2)cc1OC	6	.
70	COc1ccc(C(=O)CSc2n[nH]c(-c3ccco3)n2)cc1	6	123
71	O=C(NCCN1CCCCC1)c1cc2ccccc2[nH]1	-4	.
72	CCOc1cc(OCC)cc(C(=O)Nc2ccc(Cl)cc2)c1	6	.
73	CCOC(=O)C/C(C)=N\NS(=O)(=O)c1ccc(Oc2ccc([N+](=O)[O-])cc2)cc1	6	.
74	CCC(=O)n1nc(-c2ccco2)nc1SCc1ccccc1	6	88
75	COc1ccc(N2CCN(c3nc4c(c(=O)[nH]c(=O)n4C)n3CCCc3ccccc3)CC2)cc1	-15	84
76	CC(NC(=O)NCCCn1ccnc1)(C(F)(F)F)C(F)(F)F	4	92
77	C=CCOc1c(Cl)cc(/C=C2\C(=O)NC(=O)N(c3ccc(C)cc3)C2=O)cc1OC	2	.
78	CC(C)(C)n1nnnc1CN1CCN(C2CCCC2)CC1	8	94
79	Cc1ccc(C(=O)Nc2cc(=O)n(C)c(=O)n2C)cc1C	3	102
80	Cn1c(C(=O)N2CCN(Cc3ccc4c(c3)OCO4)CC2)cc2c(=O)n(C)c3ccccc3c21	-9	87
81	CCOc1cccc(C(=O)Nc2ccc(Br)cc2C(=O)O)c1	-11	.
82	O=C(CCN1C(=O)c2ccccc2C1=O)Nc1ccc(F)cc1	12	100
83	CN(C)c1ccnc(NCc2ccccc2)c1C#N	5	91
84	CCOC(=O)N1CCN(C(=O)c2ccc([N+](=O)[O-])cc2)CC1	-1	.
85	O=C(Nc1nnc(COc2ccc(Cl)cc2)s1)C1CCCO1 (stereo not drawn)	2	143
86	COC(=O)Nc1sc2c(c1C(=O)NCc1ccco1)CCCC2	7	.
87	C=CCNC(=O)C(=O)N/N=C/c1ccc2c(c1)OCCO2	-17	.
88	O=c1c(-c2cc3ccccc3o2)coc2cc(O)ccc12	.	104
89	O=C1c2ccccc2-c2ccc(S(=O)(=O)Nc3ccc(S(=O)(=O)Nc4nccs4)cc3)cc21	-15	.
90	CCOC(=O)Cc1csc(NC(=O)c2cccc(C(F)(F)F)c2)n1	.	84

# Entries listed above marked active in HePTP inhibitor:
No.	compound	HePTP inhibitor	BAP1 block
35	O=C1/C(=C/c2ccc(-c3ccc([N+](=O)[O-])cc3)o2)SC(=S)N1Cc1ccco1	64*	.

# Carrying on.
No.	compound	HePTP inhibitor	BAP1 block
91	O=C1CCCc2c1cc(C(=O)NCCCN1CCOCC1)c(=O)n2-c1ccc(Cl)cc1	12	92
92	O=C(Nc1ccc(OC(F)(F)F)cc1)c1ccc([N+](=O)[O-])cc1	9	.
93	CCCOC(=O)CSC1=C(C#N)C(c2ccccc2OCC)C(C#N)C(=O)N1 (stereo not drawn)	2	113
94	C/C(=C\c1ccccc1F)C(=O)c1c(C)cc(C)[nH]c1=O	-7	.
95	O=C(CSc1ncc(-c2ccccc2)nn1)NCc1ccco1	10	117
96	CCC1(CC)NC(=O)NC1=O	3	95
97	COC(=O)[C@H](C)NC(=O)Nc1ccc(OC)cc1OC	3	101
98	Cc1cccc(Cn2cnc3c(nnn3Cc3ccc(F)cc3)c2=O)c1	0	99
99	CN1CCN(C(=O)CC23CC4CC(CC(C4)C2)C3)CC1	104*!	99
100	CCc1ccc2oc(-c3cccc(NC(=O)c4ccccc4F)c3)nc2c1	.	52
101	CCOC(=O)c1[nH]c(C)c(C(=O)NC(C)CC)c1C (stereo not drawn)	4	95
102	CCOC(=O)Cn1cnc2c(nnn2Cc2ccc(Cl)cc2)c1=O	3	97
103	Cc1cccc(NCCCC(=O)N/N=C/c2ccco2)c1	-12	.
104	COCCN1C(=O)C(=O)/C(=C(/O)c2ccccc2)C1c1ccccc1[N+](=O)[O-] (stereo not drawn)	-12	.
105	Brc1ccc(CSc2nnc(-c3cnccn3)n2Cc2ccco2)cc1	8	107
106	O=C(Nc1ccc(OC(F)(F)F)cc1)c1ccccc1I	-8	.
107	CCC(=O)Nc1sccc1C(=O)OC	6	.
108	CCOc1ccc(CN2CCN(Cc3cc(Br)ccc3O)CC2)cc1	0	.
109	CC(Oc1ccc(-c2ccccc2)cc1)C(=O)N1CCOCC1 (stereo not drawn)	3	101
110	CN1CCC2(CCN3CCc4c(oc5ccccc45)C3C2)N(C)C1=O (stereo not drawn)	.	88

# Compounds 96 to 110, reprinted for reference:
No.	compound	HePTP inhibitor	BAP1 block
96	CCC1(CC)NC(=O)NC1=O	3	95
97	COC(=O)[C@H](C)NC(=O)Nc1ccc(OC)cc1OC	3	101
98	Cc1cccc(Cn2cnc3c(nnn3Cc3ccc(F)cc3)c2=O)c1	0	99
99	CN1CCN(C(=O)CC23CC4CC(CC(C4)C2)C3)CC1	104*!	99
100	CCc1ccc2oc(-c3cccc(NC(=O)c4ccccc4F)c3)nc2c1	.	52
101	CCOC(=O)c1[nH]c(C)c(C(=O)NC(C)CC)c1C (stereo not drawn)	4	95
102	CCOC(=O)Cn1cnc2c(nnn2Cc2ccc(Cl)cc2)c1=O	3	97
103	Cc1cccc(NCCCC(=O)N/N=C/c2ccco2)c1	-12	.
104	COCCN1C(=O)C(=O)/C(=C(/O)c2ccccc2)C1c1ccccc1[N+](=O)[O-] (stereo not drawn)	-12	.
105	Brc1ccc(CSc2nnc(-c3cnccn3)n2Cc2ccco2)cc1	8	107
106	O=C(Nc1ccc(OC(F)(F)F)cc1)c1ccccc1I	-8	.
107	CCC(=O)Nc1sccc1C(=O)OC	6	.
108	CCOc1ccc(CN2CCN(Cc3cc(Br)ccc3O)CC2)cc1	0	.
109	CC(Oc1ccc(-c2ccccc2)cc1)C(=O)N1CCOCC1 (stereo not drawn)	3	101
110	CN1CCC2(CCN3CCc4c(oc5ccccc45)C3C2)N(C)C1=O (stereo not drawn)	.	88

# Continuation.
No.	compound	HePTP inhibitor	BAP1 block
111	Cc1ccc(OCC(=O)Nc2ccc(N(C)C)cc2)cc1	0&5	92
112	COC(=O)c1[nH]c2cccc(C)c2c1NC(=O)CN1CCN(C(=O)c2ccco2)CC1	-2	85
113	C=CCn1c(SCC(=O)c2cccs2)nc2sc3c(c2c1=O)CCCC3	4	.
114	COc1cccc(N=C2SC(C(=O)Nc3ccccc3F)CC(=O)N2C)c1 (stereo not drawn)	8	79
115	CN(CCNC(=O)C1CC(=O)N(C2CCCC2)C1)Cc1ccccc1 (stereo not drawn)	2	96
116	CC(C)C(OC(=O)CN1C(=O)COc2ccccc21)C(=O)NC1CCCC1 (stereo not drawn)	7	91
117	CCn1ccc(C(=O)Nc2ccc(Cl)cn2)n1	1	102
118	O=C(COc1ccc(S(=O)(=O)N2CCOCC2)cc1)Nc1ccc(Cl)c(C(F)(F)F)c1	8	82
119	O=C(c1ccccc1F)N1CCc2ccccc21	1	92
120	CCOC(=O)c1c(NC(=O)C2CC2)sc(C(=O)Nc2ccccc2F)c1C	7	.
121	CC1=C(C(=O)OCc2ccccc2)C(c2ccc(C)o2)C2=C(CCCC2=O)N1 (stereo not drawn)	17	80
